# Compound activity: PubChem BioAssay, National Center for Advancing Translational Sciences (NCATS)
# 12-LOX inh: ALOX12 (human) lipoxygenase inhibition | P18054 | purified 12hLO, xylenol orange hydroperoxide absorbance | Potency, µM (doses to about 108 µM), for the others: at the highest dose activity change, negative = inhibition, usual class: inhibitors | 1.1% of 580,000 active | AID 1671190; also: potency is read from the fitted curve at half-maximal effect; % is scaled to controls: 0 for no effect and ±100 for the full control effect
#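 Purified human 12hLO (150 nM final) in 25 mM Hepes, 0.01% Triton X-100, pH 7.0 was preincubated 15 min at room temperature with compound. Then 40 uM arachidonic acid was added, 30 min. Hydroperoxide was read by Fe-XO absorbance ratio 573/405 nm.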
# POLH inh: DNA polymerase eta (human) inhibition; recombinant Pol eta, fluorescent DNA replication assay; Potency, µM (doses to about 114 µM), without a hit: at the highest dose activity change, negative = inhibition, most hits filed as inhibitors; 1.2% of 390,000 active; AID 588591; also: potency is read from the fitted curve at half-maximal effect; % is scaled to controls: 0 for no effect and ±100 for the full control effect
# Target sequence (Q9Y253 whole entry, looked up): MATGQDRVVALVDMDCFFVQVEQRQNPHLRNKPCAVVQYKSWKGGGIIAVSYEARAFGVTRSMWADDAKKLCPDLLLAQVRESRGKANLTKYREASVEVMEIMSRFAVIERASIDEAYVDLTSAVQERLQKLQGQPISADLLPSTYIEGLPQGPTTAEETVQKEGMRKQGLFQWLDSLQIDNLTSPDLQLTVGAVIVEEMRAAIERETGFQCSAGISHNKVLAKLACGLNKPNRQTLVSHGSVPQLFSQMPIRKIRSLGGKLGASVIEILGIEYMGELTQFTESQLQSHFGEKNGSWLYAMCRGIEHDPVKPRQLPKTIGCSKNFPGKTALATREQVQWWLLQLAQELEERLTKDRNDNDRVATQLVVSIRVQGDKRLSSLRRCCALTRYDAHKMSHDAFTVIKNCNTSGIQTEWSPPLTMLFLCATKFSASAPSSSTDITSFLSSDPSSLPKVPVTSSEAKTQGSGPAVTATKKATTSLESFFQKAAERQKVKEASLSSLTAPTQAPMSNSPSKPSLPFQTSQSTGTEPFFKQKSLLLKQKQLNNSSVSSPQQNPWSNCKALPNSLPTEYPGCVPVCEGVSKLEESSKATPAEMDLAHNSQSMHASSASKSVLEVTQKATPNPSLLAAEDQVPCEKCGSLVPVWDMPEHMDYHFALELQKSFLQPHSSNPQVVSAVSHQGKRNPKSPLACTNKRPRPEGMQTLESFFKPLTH
#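 Pol eta at 10 nM preincubated with compounds 15 min at room temperature; reaction started with fluorescent substrate (50 nM final) and read kinetically at 0 and 10 min.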
# Pol kappa inh: DNA polymerase kappa (human) inhibition. Q9UBT6. AID 588579. 0.53% of 400,000 active. purified Pol kappa, fluorescent DNA synthesis assay, 10 min. Potency, µM (highest dose often 107 µM), for inactives: at the highest dose activity, negative = inhibition, hits mostly inhibitors; also: potency is read from the fitted curve at half-maximal effect; % is scaled to controls: 0 for no effect and ±100 for the full control effect
#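 Pol kappa 10 nM + cpd, 15 min RT; start w/ substrate 50 nM final; fluorescence kinetic read, 0 and 10 min. Neg ctrl: buffer, no enzyme.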
# Pol beta inh: DNA polymerase beta (human) inhibition | Pol beta primer extension/strand displacement, fluorescence kinetic | Potency, µM (titrated, usually from 114 µM), without a hit: top-dose activity change, negative = inhibition, actives largely listed as inhibitors | 1.3% of 340,000 active; also: potency is read from the fitted curve at half-maximal effect; % is scaled to controls: 0 for no effect and ±100 for the full control effect
#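 Preincubation: enzyme (10 nM) with compound, 15 min, RT. Reaction: substrate added to 50 nM final. Reads: 0 and 10 min. Analysis: normalized, Hill fit.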
# LDHA inh: LDHA (human) enzyme inhibition. P00338. purified LDHA, NADH/diaphorase-resazurin fluorescence; active compounds read low. activity change, % (values are at about 110 or 230 µM). 0.15% of 480,000 active. AID 1347041; in the data active = activity change below about -30%; inconclusive = mostly about -25% to -30%;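 also: plate controls were DMSO wells for no effect and wells without enzyme for full effect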
#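 Enzyme activity of human lactate dehydrogenase 5 (2 nM; 0.06 mM NADH, 0.2 mM pyruvate, 5 min, RT) is measured via a resazurin/diaphorase fluorescence readout of residual NADH.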
# ERG-DNA inh: blocks human ERG Ets domain binding to DNA; P11308; 0.028% of 370,000 active; fluorescence polarization, His-ERG Ets domain / labelled DNA; Potency, µM (highest dose often 76.9 µM), without a hit: at the highest dose FP activity, negative = inhibition, actives largely listed as inhibitors; active = well fitted inhibition curve with a large enough effect in the polarisation, with a control signal flat; inconclusive = small, poorly fitted or top-dose-only effect, or effect the other way, or a change in a side signal; inactive = no such curve, though single readings can be large or run the other way; the % refers to the polarisation;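 also: polarization taken with two DNA probes labelled with fluorescein and Texas red; potency is read from the fitted curve at half-maximal effect; % of control where 0% means no effect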
#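 His-tagged ERG Ets domain (1 uM in the protein solution; 300mM KCl, 50mM Tris-HCl, 1mM EDTA, 1mM DTT, pH 7.5) received compound, then a probe mix of 5 nM fluorescein-DNA and 100nM Texas-615-DNA. Fluorescence polarization was read for both dyes.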
# RGS4 inh: inhibitors of human regulator of G protein signaling 4. P49798. Transcreener GDP fluorescence polarization, RGS4-accelerated GTP hydrolysis. Potency, µM (highest dose often 114 µM), without a hit: at the top dose activity change, negative = inhibition, actives largely listed as inhibitors. 0.039% of 390,000 active. AID 504845; also: potency is read from the fitted curve at half-maximal effect; % is scaled to controls: 0 for no effect and ±100 for the full control effect; nearly all actives have a fitted effect of over 75% in size; some results filed as inactive show a strong effect at the top dose
# Target sequence (P49798 whole entry, looked up): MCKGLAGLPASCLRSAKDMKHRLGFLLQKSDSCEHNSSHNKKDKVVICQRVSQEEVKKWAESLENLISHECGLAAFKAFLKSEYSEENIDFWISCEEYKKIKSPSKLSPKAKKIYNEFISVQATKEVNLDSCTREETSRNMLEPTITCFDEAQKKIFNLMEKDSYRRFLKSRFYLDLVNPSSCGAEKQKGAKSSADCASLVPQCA
#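 MLSMR compounds (23 nl, pin-transferred) preincubated 10 min at room temperature with a 500nM (2x) first reagent, then RGS4 at 900nM (2x) plus Transcreener GDP mix added; fluorescence polarization (620/688 nm) read before and after 90 min at 30 °C.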
# Anesthetic bind: candidate novel general anesthetic via apoferritin binding | P02791 | apoferritin/1-aminoanthracene competitive binding, fluorescence | Potency, µM (series often up to 77.5 µM), for the others: at the highest dose activity change, negative = displacement, most hits filed as inhibitors | 0.074% of 350,000 active; also: potency is read from the fitted curve at half-maximal effect; % is scaled to controls: 0 for no effect and ±100 for the full control effect; nearly all actives have a fitted effect of over 20% in size
#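 Read-out: endpoint 1-AMA fluorescence, excitation 380 nm and emission 535 nm, after compounds sit 10 min at room temperature with 10 uM horse-spleen apoferritin in 50% saturated 1-AMA/PBS. Values come from four-parameter Hill fits.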
# APE1 inh: inhibitors of human APE1 endonuclease | 0.35% of 350,000 active | P27695 | AID 2517 | Potency, µM (series often up to 65.8 µM), for the others: at the highest dose activity change, negative = inhibition, hits mostly inhibitors | recombinant APE1, TAMRA/BHQ-2 abasic DNA cleavage fluorescence;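 also: potency is read from the fitted curve at half-maximal effect; plate controls were vehicle for no effect and reference inhibitor for full effect; nearly all actives have a fitted effect of over 55% in size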
#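 APE1 at 0.75 nM final was preincubated with compound 15 min at room temperature, then 50 nM double-stranded THF abasic-site substrate (5'-TAMRA/3'-BHQ-2) was added. Fluorescence (ex 525/em 598 nm) was read kinetically; third-minus-first read gave activity.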
# * = called active by the depositor; ? = inconclusive; · = not tested or not shown; [ ] = dose if it differs, or a comment. Unless noted, calls follow the shape of the dose curve; as a rule, active = well fitted curve in the direction sought with a large enough effect; inconclusive = small, poorly fitted or top-dose-only effect, or another doubt; inactive = no such curve, though single readings can be large; an effect the other way counts as inactive or inconclusive. This is a subset; the hit share may differ from the screen's.
SMILES,12-LOX inh,POLH inh,Pol kappa inh,Pol beta inh,LDHA inh,ERG-DNA inh,RGS4 inh,Anesthetic bind,APE1 inh
CCC(=O)Nc1nc2ccc3sc(C)nc3c2s1,?,-16%,1%,9%,6,0%,-19%,-1%,12%
Cc1ccccc1OCCC(=O)Nc1ccc(N2CCOCC2)cc1N1CCOCC1,-15%,-18%,-7%,·,-8,-4%,-37%,·,20%
Nc1c(N(CCC2=CCCCC2)C(=O)CCCOc2ccccc2)c(=O)[nH]c(=O)n1Cc1ccccc1,2%,-22%,-7%,·,-4,2%,16%,·,5%
COc1ccccc1NC(=O)N1c2ccc(F)cc2CCC1C (centres undefined),0%,-14%,-3%,1%,2,1%,-14%,1%,-2%
Cc1cccc(NC(=O)C(C)SCc2nc3sc4c(c3c(=O)[nH]2)CCCC4)n1 (centres undefined),?,?,-5%,·,-2,-2%,-19%,·,21%
O=C(Nc1ccc(Oc2ncccn2)cc1)c1ccco1,0%,3%,-18%,10%,-3,-13%,13%[11.4 µM],-11%,-3%
CCCCOC(=O)c1ccc(NC(=O)c2ccoc2C)cc1,-25%,-24%,-7%,0%,-6,1%,-10%,-17%,-3%
Nc1ccc2c(c1)-c1ccc(F)cc1C2=O,-15%,-14%,-12%,·,-5,-16%,1%,·,·
Cc1nc2ccc(NC(=S)N3CCN(c4ccccn4)CC3)cc2nc1C,-21%,-10%,-1%,1%,11,-10%,?,7%,1%
Cc1c(Cl)cccc1NC(=O)CS(=O)(=O)c1ccccc1,14%,-8%,-6%,22%,-2,-26%,-9%,-12%,11%
Cc1ccc(NC(=O)CCC(=O)N/N=C/C=C/c2ccccc2)cc1,-2%,-19%,7%,-11%,-2,10%,-13%,-12%,27%
COc1ccc(CNC(=O)C2CCN(S(=O)(=O)c3ccc(SC)cc3)CC2)cc1,?,-22%,-3%,42%,-2,-8%,-20%,-1%,-12%
O=C(CSc1nnc2ccccn12)Nc1ccc2c(c1)OCCO2,-9%,-14%,-3%,10%,0,-1%[15.4 µM],23%,0%,24%
CCOc1ccccc1-n1c(SCC(=O)N(CC)CC)nnc1-c1ccccn1,?,-4%,-5%,11%,-11,-8%,-14%,-10%,1%
COc1cc(O)c2c(=O)c3c(OC)c(O)ccc3oc2c1,?,-21%,-6%,-27%,3,-12%,11%,-10%,-1%
Cc1cccc(Cn2cc(C(=O)Nc3cc(F)ccc3F)ccc2=O)c1,0%,-22%,-5%[60.1 µM],-22%,3,1%,-15%,-9%,·
CCCc1cc(=O)[nH]c(SCCc2ccccc2)n1,7%,-2%,3%,39%,-2,-3%,14%,-16%,-8%
Cc1ccc(CCNC(=O)c2ccc3c(c2)N(Cc2ccccc2F)C(=O)c2ccccc2S3=O)cc1 (centres undefined),-14%,-22%,-1%,37%,-5,1%,-6%,-8%,·
O=C(CC1CCCC1)NNC(=O)c1ccc(F)cc1,11%,-16%,6%,·,-2,0%,-7%,·,0%
CC1=C(C(=O)Nc2ccccc2)C(c2ccc(Br)cc2)n2nc(CCCO)nc2N1 (centres undefined),8%,-19%,3%,3%,-2,-3%,-17%,-10%,·
Nc1nn2cc(-c3ccccc3)nc2c2ccccc12,11%,-7%,-17%,-14%,-2,15%,-7%,50%[activator],-10%
N#C/C(=C\c1ccc([N+](=O)[O-])cc1)C(=O)Nc1ccccc1O,?,-6%,3%,-1%,8,·,-36%,-12%,0%
O=C(Nc1ccc2nc(SCCOc3ccccc3)sc2c1)c1ccccc1F,-14%,-6%,12%,-1%,-4,6%,4%,4%,·
O=C(O)COc1ccc2c(c1)O/C(=C\c1ccco1)C2=O,0%,5µM*,79µM*,32µM*,2,9%,-2%,8%,13µM*
CC1CCCCN1CCCNC(=O)c1c(O)nc2ccccn2c1=O (centres undefined),3%,-15%,4%,-1%,3,5%,22%,1%,18%
Cc1sc2nc(COC(=O)c3cccc(OC(F)F)c3)[nH]c(=O)c2c1C,0%,4%,-11%,3%,-11,6%,2%,?,0%
COc1ccc(CCC(=O)NNC(=O)Nc2ccc(C(C)=O)cc2)cc1,36%[activator],-3%,-3%,22%,-5,9%,18%,-9%,19%
Cc1ccc(Cl)cc1NS(=O)(=O)c1cn(C)nc1C,-1%,-16%,1%,4%,2,-1%,13%,-16%,50%
CCOc1ccc(N2C(=O)CC(/C=C3/N(C)c4ccccc4C3(C)C)C2=O)cc1 (centres undefined),-28%,-13%,-10%,31%,4,1%,-51%,?,1%
CCCC(C(=O)Nc1ccc(C)c(S(=O)(=O)N2CCOCC2)c1)c1ccccc1 (centres undefined),-11%,-22%,-5%,·,3,-6%,-9%,·,-14%
CC(C)C[C@H](NC(=O)N1CC(=O)Nc2ccccc21)C(=O)N1CCC(C(=O)O)CC1,6%,-10%,-12%,-3%,-7,11%,12%[56.9 µM],-6%,-21%
CC(C)C1Nc2c(O)cc(Cl)c([N+](=O)[O-])c2C2C=CCC21 (centres undefined),?,2%,1%[60.1 µM],?,0,-22%,-6%,?,-22%
O=C(CCC(=O)c1cccs1)NNC(=O)c1cc(Cl)ccc1Cl,2%,-8%,0%,·,-1,0%,1%,·,12%
Cc1cn(C)c(=O)n(C)c1=O,-10%,-11%,-6%,-23%,-4,-3%,2%,-2%,2%
Cn1c(-c2ccco2)n[nH]c1=S,?,-3%,-15%,4%,1,0%,-4%,-3%,1%
O=C(O)c1ccccc1-c1ccccc1C(=O)NCCCO,-1%,-2%,0%,5%,-1,3%,-18%,-7%,3%
COc1cccc(Nc2nc(-c3sc(NC(=O)CC(C)C)nc3C)cs2)c1,-18%,-8%,0%,2%,1,-2%,?,?,?
Cc1ccc(SCc2cc(=O)[nH]c(N3CCN(Cc4ccccc4)CC3)n2)cc1,0%,-28%,-7%,0%,-2,6%,15%,1%,-2%
CCC1(CC)NC(=O)N(CC(=O)OCC(=O)c2ccccc2OC)C1=O,-3%,-13%,-6%,·,0,6%,-20%,·,9%
CC(C)C[C@H](NC(=O)c1nc[nH]c1C(=O)N[C@@H](CC(C)C)C(=O)OCc1ccccc1)C(=O)OCc1ccccc1,-1%,?,-14%,21%,3,7%,21%,-15%,-33%

# A section from the list above, as a working copy:
SMILES,12-LOX inh,POLH inh,Pol kappa inh,Pol beta inh,LDHA inh,ERG-DNA inh,RGS4 inh,Anesthetic bind,APE1 inh
CC(C)C[C@H](NC(=O)N1CC(=O)Nc2ccccc21)C(=O)N1CCC(C(=O)O)CC1,6%,-10%,-12%,-3%,-7,11%,12%[56.9 µM],-6%,-21%
CC(C)C1Nc2c(O)cc(Cl)c([N+](=O)[O-])c2C2C=CCC21 (centres undefined),?,2%,1%[60.1 µM],?,0,-22%,-6%,?,-22%

# The listing picks up with the two entries that preceded the break.
SMILES,12-LOX inh,POLH inh,Pol kappa inh,Pol beta inh,LDHA inh,ERG-DNA inh,RGS4 inh,Anesthetic bind,APE1 inh
CCC1(CC)NC(=O)N(CC(=O)OCC(=O)c2ccccc2OC)C1=O,-3%,-13%,-6%,·,0,6%,-20%,·,9%
CC(C)C[C@H](NC(=O)c1nc[nH]c1C(=O)N[C@@H](CC(C)C)C(=O)OCc1ccccc1)C(=O)OCc1ccccc1,-1%,?,-14%,21%,3,7%,21%,-15%,-33%
CCCc1nnc(NC(=O)CCC(=O)NC2CC2)s1,9%,-2%,-30%,87%,-6,0%,23%,2%,26%
Cc1ccc(Oc2ccc(NC(=O)c3ccco3)cc2)cc1,-14%,-17%,-13%,1%,-16,0%,22%,?,6%
CCc1ccc(C2CC(c3ccccc3Cl)Nc3nc(N)nn32)cc1 (centres undefined),2%[57.4 µM],-29%,-5%,-9%,-1,5%,-6%,1%,-1%
N#C/C(=C\c1ccc(-c2ccc([N+](=O)[O-])cc2)o1)C(=O)Nc1nc(-c2cccs2)cs1,-26%,32µM*,?,?,2,27%,-12%[56.9 µM],-16%,0%
Cc1nnc(N2CCC(C(=O)NC(C)C)CC2)c2nn(-c3ccc(Cl)cc3)c(C)c12,10%,-7%,9%,46%,-3,-2%,14%,5%,·

# Complete entries as entered above. Screens in order: 12-LOX inh | POLH inh | Pol kappa inh | Pol beta inh | LDHA inh | ERG-DNA inh | RGS4 inh | Anesthetic bind | APE1 inh
# `CCCc1nnc(NC(=O)CCC(=O)NC2CC2)s1` reads 9% | -2% | -30% | 87% | -6 | 0% | 23% | 2% | 26%
# `Cc1nnc(N2CCC(C(=O)NC(C)C)CC2)c2nn(-c3ccc(Cl)cc3)c(C)c12` reads 10% | -7% | 9% | 46% | -3 | -2% | 14% | 5% | ·
# `N#C/C(=C\c1ccc(-c2ccc([N+](=O)[O-])cc2)o1)C(=O)Nc1nc(-c2cccs2)cs1` reads -26% | 32µM* | ? | ? | 2 | 27% | -12%[56.9 µM] | -16% | 0%
